# FBPA coupling cs: inhibits coupling enzyme system, counter-screen for aldolase hits; coupling enzyme system counterscreen, AmpLite Red fluorescence; activity change, negative = inhibition, % at 58.2 µM, hits read low; 290,000 tested, 0.67% active; in the data active = activity change below about -30%; note: % is set by controls: 0 for no effect and ±100 for the full control effect
#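 Compounds tested against the coupling enzymes alone at 57.5 uM final; readout was AmpLite Red fluorescence (525/598 nm) after 20 min at RT.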
# ELG1 genotoxic: induces genotoxicity in HEK293T cells with luciferase-tagged ELG1; 330,000 tested, 1.3% active; AID 504466; HEK293T ELG1-luciferase reporter, luminescence, 16 h; Potency, µM (highest dose often 46 µM), for the others: at the highest dose activity change, positive = activation, hits mostly activators; note: potency is the fitted concentration of half-maximal effect; % of control where 0% means no effect; nearly all actives have a fitted effect of over 60% in size
#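 HEK293T cells expressing luciferase-tagged ELG1 were exposed to compound or DMSO vehicle for 16 hr at 37 °C and 5% CO2. Luciferase activity was then measured with ONE-Glo after 30 min at room temperature.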
# RORgamma inh: inhibitors of mouse ROR gamma transcriptional activity. P51450. Drosophila S2 Gal4-RORgamma UAS-luciferase reporter, 20 h. Potency, µM (titrated, usually from 53.6 µM), for the others: at the top dose activity change, negative = inhibition, usual class: inhibitors. 310,000 tested, 5.4% active; note: potency is the fitted concentration of half-maximal effect; % is set by controls: 0 for no effect and ±100 for the full control effect; nearly all actives have a fitted effect of over 60% in size
# Target sequence (P51450 whole entry, looked up, the tested form may be a part): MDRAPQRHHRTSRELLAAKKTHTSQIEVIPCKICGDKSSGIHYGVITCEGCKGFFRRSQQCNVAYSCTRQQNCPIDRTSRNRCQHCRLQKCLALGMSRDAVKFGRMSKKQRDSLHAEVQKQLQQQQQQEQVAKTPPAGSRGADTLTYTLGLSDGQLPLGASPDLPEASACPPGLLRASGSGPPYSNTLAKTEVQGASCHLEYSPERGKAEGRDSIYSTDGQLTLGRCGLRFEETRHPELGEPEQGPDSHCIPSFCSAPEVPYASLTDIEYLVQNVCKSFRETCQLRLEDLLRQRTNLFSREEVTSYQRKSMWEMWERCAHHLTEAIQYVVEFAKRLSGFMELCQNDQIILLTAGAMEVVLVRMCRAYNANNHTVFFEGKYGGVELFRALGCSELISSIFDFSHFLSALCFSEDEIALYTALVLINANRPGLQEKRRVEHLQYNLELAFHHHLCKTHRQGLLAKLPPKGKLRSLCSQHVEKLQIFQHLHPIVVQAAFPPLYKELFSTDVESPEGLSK
#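 Stably transfected Drosophila Schneider cells are the test system, with ROR gamma fused to Gal4 and luciferase under UAS control; luminescence is read after 20 hr of 700 uM copper sulfate induction at ambient temperature.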
# KCNH2 3.1 block: blocks the human KCNH2 3.1 channel isoform; activity change, % (tested at about 1.8 µM); 340,000 tested, 0.95% active; U2OS KCNH2 3.1, thallium flux FluxOr; stronger effect = lower value;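 active = maximum activity change below -70%; inconclusive = maximum activity change from -70% to -50%; inactive = maximum activity change above -50%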;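 note: thallium influx rate constant from kinetic fluorescence after stimulation buffer; % is set by controls: 0 for no effect and ±100 for the full control effect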
#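 Channel expression came from 3.1 mutant virus (1.77 x 10^8 /mL) applied to suspended U2OS cells for 4 h. Flux was tracked with FluxOr dye plus Red40 quencher, and kinetic rate constants normalized to controls.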
# Giardia killer: kills Giardia lamblia. activity change, % at 7.66 µM, hits read low. 340,000 tested, 0.15% active. AID 540267. Giardia lamblia trophozoite viability; in the data active = activity change below about -80%; inconclusive = between about -30% and that limit;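 note: parasites exposed to compound for two days anaerobically before the ATP read; % is set by controls: 0 for no effect and ±100 for the full control effect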
#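 ATP-content bioluminescence gauges trophozoite survival. Cells (100/well) receive compound and incubate anaerobically for 48 hrs at 37 deg C; detection reagent follows for 15-30 min at room temperature.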
# uPA generation: blocks generation of uPA at the cell surface. AID 540303. Potency, µM (top dose mostly 38.3 µM), for inactives: top-dose activity change, negative = inhibition, hits mostly inhibitors. cell surface uPA generation assay, qHTS. 330,000 tested, 0.31% active; active = well fitted inhibition curve with a large enough effect; inconclusive = small, poorly fitted or top-dose-only effect; inactive = no such curve, though single readings can be large or run the other way; tested in mouse RAW 264.7 cells; note: potency is the fitted concentration of half-maximal effect; % is set by controls: 0 for no effect and ±100 for the full control effect; nearly all actives have a fitted effect of over 55% in size
# FLuc counter: counter-screen for miR-21 project: firefly luciferase inhibitors or activators | P08659 | purified FLuc, Km substrates, luminescence inhibition | Potency, µM (doses to about 57.5 µM), for the others: at the highest dose activity change, negative = inhibition, actives largely listed as inhibitors | 360,000 tested, 6.9% active;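 note: potency is the fitted concentration of half-maximal effect; plate controls were vehicle for no effect and reference inhibitor for full effect; nearly all actives have a fitted effect of over 55% in size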
#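 Biochemical qHTS of compounds, final roughly 60 µM downward over six points, against 10 nM purified firefly luciferase using Km concentrations of substrates (10 uM D-luciferin, 10 uM ATP) in Tris acetate pH 7.5 buffer; luminescence output.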
# Tb PFK block: T. brucei PFK enzyme inhibition | O15648 | T. brucei PFK, ADP-Glo luminescence | Potency, µM (top dose mostly 57.5 µM), for inactives: at the highest dose activity, negative = inhibition, most hits filed as inhibitors | 330,000 tested, 0.17% active;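 note: potency is the fitted concentration of half-maximal effect; 0% = uninhibited 1x PFK enzyme wells and -100% = no-enzyme wells; nearly all actives have a fitted effect of over 60% in size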
# Target sequence (O15648 whole entry, looked up): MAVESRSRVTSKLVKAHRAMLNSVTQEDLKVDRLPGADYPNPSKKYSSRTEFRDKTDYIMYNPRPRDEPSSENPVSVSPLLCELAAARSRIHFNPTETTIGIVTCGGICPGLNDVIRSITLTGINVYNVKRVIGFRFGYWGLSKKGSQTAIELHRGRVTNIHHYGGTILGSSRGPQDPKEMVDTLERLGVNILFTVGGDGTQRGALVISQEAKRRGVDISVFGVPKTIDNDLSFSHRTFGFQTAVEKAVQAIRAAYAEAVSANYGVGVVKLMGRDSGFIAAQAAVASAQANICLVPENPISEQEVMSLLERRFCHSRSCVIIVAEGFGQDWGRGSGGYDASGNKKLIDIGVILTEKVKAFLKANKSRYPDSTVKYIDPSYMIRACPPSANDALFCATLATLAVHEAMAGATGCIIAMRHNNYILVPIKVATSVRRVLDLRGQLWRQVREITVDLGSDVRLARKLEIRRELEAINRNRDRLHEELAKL
#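 1.25 nM PFK with 0.5 mM F6P and 0.1 mM ATP in 0.1 M TEA pH 8.0, 5 mM MgCl2, incubated 45 min at room temperature; ADP measured by ADP-Glo luminescence; compounds titrated up to 57 uM.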
# Rab9 prom act: Rab9 promoter activation; Huh7 Rab9 promoter-luciferase reporter, luminescence, 24 h; Potency, µM (top dose mostly 9.22 µM), for inactives: at the highest dose activation, negative = inhibition, hits mostly activators; 320,000 tested, 2.8% active; AID 485297; note: potency is the fitted concentration of half-maximal effect; % of control where 0% means no effect; nearly all actives have a fitted effect of over 60% in size
#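 Rab9 promoter-driven luciferase in stably transfected Huh7 cells; 1500 cells/well rested 2 h, exposed to compound in DMSO for 24 h at 37 °C, 5% CO2. Luminescence read 10 min after adding luciferase reagent at ambient temperature.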
# Gal4-VP16 FLuc: inhibits Gal4-VP16 luciferase reporter, ROR gamma counter-screen; Drosophila S2 Gal4-VP16 UAS-luciferase, luminescence, 20 h; Potency, µM (titrated, usually from 53.6 µM), inactives show at the highest dose activity, negative = inhibition, usual class: inhibitors; 310,000 tested, 3.5% active; AID 2546;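 note: Gal4-VP16 expression switched on by copper sulfate through the metallothionein promoter; potency is the fitted concentration of half-maximal effect; % is set by controls: 0 for no effect and ±100 for the full control effect; nearly all actives have a fitted effect of over 50% in size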
# NPC1 prom act: activates the NPC1 promoter. Huh7 NPC1 promoter luciferase reporter, 24 h. Potency, µM (series often up to 9.22 µM), without a hit: at the highest dose activation, usual class: activators. 320,000 tested, 2.4% active. AID 485313;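 note: potency is the fitted concentration of half-maximal effect; % of control where 0% means no effect; nearly all actives have a fitted effect of over 60% in size; reporter is driven by a mutant NPC1 promoter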
#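 NPC1 promoter–luciferase Huh7 cells; 24 h compound; luminescence.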
# * marks the source's active call; other numbers are inactive results; ? = inconclusive; · = no result given; [ ] = dose if it differs, or a comment. Unless noted, calls come from the whole dose curve; as a rule, active = well fitted curve in the direction sought with a large enough effect; inconclusive = small, poorly fitted or top-dose-only effect, or another doubt; inactive = no such curve, though single readings can be large; an effect the other way counts as inactive or inconclusive.
SMILES,FBPA coupling cs,ELG1 genotoxic,RORgamma inh,KCNH2 3.1 block,Giardia killer,uPA generation,FLuc counter,Tb PFK block,Rab9 prom act,Gal4-VP16 FLuc,NPC1 prom act
O=c1c2ccccc2nc(-c2cccc(Cl)c2)n1O,-1,-10%,1%[0.365 µM],-10,-11,?,1%,3%,-1%,·,-4%
CN(Cc1cccc(-n2cccn2)c1)Cc1cn(C)nc1-c1ccccc1F,0,-7%,14%,-10,6,5%,0%,-1%,-6%,7%,-4%
O=C(CSc1c[nH]c2ccccc12)N1CCOCC1,0,4%,40%,11,-14,·,-6%,9%[0.46 µM],5%,17%,15%
CNS(=O)(=O)c1ccc2nc(NC(=O)/C=C/c3ccco3)sc2c1,2,0%,10%,0,-8,-8%,5%,-2%,?,-12%,0%
O=c1n(-c2cccc(Cl)c2)c(=O)n2n1CCC2,2,2%,2%,5,-14,11%,0%[2.3 µM],13%,0%,-4%,15%
O=C(CC1Oc2ccc(Cl)cc2NC1=O)NC1CCCCCC1 (centres undefined),1,2%,7%,-11,-10,-14%,-2%,0%,1%,1%,-1%
O=C(O)Cn1c(=O)c2c3c(sc2n(Cc2ccccc2)c1=O)CCCC3,6,3%,15%,-21,-11,0%,0%,5%,-9%,12%,0%
COc1cc(C)c(S(=O)(=O)N2CCOCC2)c(C)c1C,0,0%,18%,4,20,1%,-3%,-3%,-2%,-7%,-1%
COc1cc(OC)c2c(=O)cc(-c3ccccc3)oc2c1,4,23µM*,-18%,10,-10,?,5.4µM*,10%,?,-8%,?
c1ccc(Cn2nc(-c3ccccc3)nc2-c2ccccc2)cc1,-4,?,20%[10 µM],22,7,-2%,21µM*,-3%,18%,-5%,13%

# The closing 7 records of the section above open the next one.
SMILES,FBPA coupling cs,ELG1 genotoxic,RORgamma inh,KCNH2 3.1 block,Giardia killer,uPA generation,FLuc counter,Tb PFK block,Rab9 prom act,Gal4-VP16 FLuc,NPC1 prom act
CNS(=O)(=O)c1ccc2nc(NC(=O)/C=C/c3ccco3)sc2c1,2,0%,10%,0,-8,-8%,5%,-2%,?,-12%,0%
O=c1n(-c2cccc(Cl)c2)c(=O)n2n1CCC2,2,2%,2%,5,-14,11%,0%[2.3 µM],13%,0%,-4%,15%
O=C(CC1Oc2ccc(Cl)cc2NC1=O)NC1CCCCCC1 (centres undefined),1,2%,7%,-11,-10,-14%,-2%,0%,1%,1%,-1%
O=C(O)Cn1c(=O)c2c3c(sc2n(Cc2ccccc2)c1=O)CCCC3,6,3%,15%,-21,-11,0%,0%,5%,-9%,12%,0%
COc1cc(C)c(S(=O)(=O)N2CCOCC2)c(C)c1C,0,0%,18%,4,20,1%,-3%,-3%,-2%,-7%,-1%
COc1cc(OC)c2c(=O)cc(-c3ccccc3)oc2c1,4,23µM*,-18%,10,-10,?,5.4µM*,10%,?,-8%,?
c1ccc(Cn2nc(-c3ccccc3)nc2-c2ccccc2)cc1,-4,?,20%[10 µM],22,7,-2%,21µM*,-3%,18%,-5%,13%
CCOC(=O)CN=C/C(C(=O)Nc1nccs1)=C(/C)O,-9,-3%,24%,13,-15,2%,5%,1%,-2%,-16%,-1%
COc1ccc(S(=O)(=O)N/N=C\c2ccc(OC)c(COc3ccc(C)cc3[N+](=O)[O-])c2)cc1,-13,1%,26%,1,-25,7%,4%,10%,-3%,-14%,-5%
Cc1nc2ccccn2c1C(=O)NC1CCCc2ccccc21 (centres undefined),1,-8%,?,4,3,?,-2%,-1%,-30%,13µM*,-20%
Nc1ccccc1-c1nnc2n1CCCCC2,2,-2%,0%,13,5,0%,-1%,4%,-3%,2%,-2%
COc1ccc(/C=C/c2nc(C#N)c(NCCN(C)C)o2)cc1OC,0,0%,-2%,12,31[activator],-5%,1%,0%,5%,-14%,-4%
C=CCN1C(=O)N(/C=C/C)c2cccc3cccc1c23,-29,0%,-6%,-2,2,0%,0%,-3%,-8%,7%,1%
CC1N=C(N)C(c2nc3ccccc3n2C)=C1O (centres undefined),0,0%,16%,-6,2,-3%,-3%,1%,-3%,2%,-2%
Cc1ccc(C)c(N2CCN(CCCNC(=O)Cn3c(=O)c4cccn4c4cccnc43)CC2)c1,-1,·,2%,-46,0,-3%,0%,3%,-3%,-2%,3%
Cc1ccc(-n2nnnc2CN2CCCCC2)cc1,3,-1%,3%,7,-12,1%,-8%,2%,-1%,0%,-1%
CC1=C(C(=O)Nc2nc3ccccc3s2)C(c2ccco2)C(C#N)=C(SCC(=O)NC2CCCCC2)N1 (centres undefined),-4,-6%,41%,9,-21,7%,-1%,-1%,-14%,-6%,-2%
O=C(CCS(=O)(=O)c1ccccc1)Nc1nc2ccc(F)cc2s1,·,-2%,·,6,0,-8%,3%,2%,-4%,·,4%
COc1ccc(C(CNC(=O)c2cccc(NS(=O)(=O)c3ccc(C)c(F)c3)c2)N2CCOCC2)cc1 (centres undefined),·,-3%,·,-9,6,-1%,0%,-4%,-2%,·,-4%
S=c1[nH]nc(-c2ccc3ccccc3n2)o1,1,11%,-8%,-7,18,2%,?,7%,-2%,10%,-1%
CCOC(=O)CC(=O)CSc1n[nH]c(=O)[nH]c1=O,4,5%,-9%,9,-1,19%,-3%,-2%,-1%,7%,2%
O=C(NNC(=O)c1sccc1-n1cccc1)c1cccs1,-2,-1%,-2%,16,5,14%,1%,0%,-1%,3%,3%
O=C(NCC(c1cccnc1)N1CCOCC1)c1cccc(Cl)c1 (centres undefined),5,1%,6%,5,-2,0%,-2%,-4%,3%,-8%,-4%
COc1ccc(CCNC(=O)CN(c2cc([N+](=O)[O-])ccc2OC)S(C)(=O)=O)cc1OC,5,3%,-1%,1,-6,0%,2%,-7%,-1%,-1%,-1%
COc1ccc(Nc2cc(Sc3ccc(OC)cc3)ncn2)cc1,-15,-4%,1%,-6,2,-4%,?,-12%,-5%,3%,4%
O=C(CCN1CCc2ccccc2C1)Nc1ccc2c(c1)OCO2,0,0%,-2%,-9,-24,0%,6%,-2%,3%,9%,3%
O=C(Nc1ncc2c(n1)-c1ccccc1OC2)c1cccc([N+](=O)[O-])c1,-1,-3%,-3%,0,5,2%,-8%,0%,-2%,-3%,0%
O=C(O)c1ccccc1NC(c1ccccc1)c1ccc(Cl)cc1 (centres undefined),8,-1%,1%,1,0,-1%,-1%,-1%,0%,-6%,-1%
COc1ccc(C(=O)NN=C(Cc2ccccc2)Cc2ccccc2)cc1OC,-2,-3%,11µM*,3,-13,-4%,3%,-7%,-2%,?,1%
COc1ccccc1Cn1cnc2cccnc21,3,-6%,-3%,-2,-1,5%,-1%,-1%,0%,-4%,-3%
Cc1ccc(CCNC(=O)c2ccc(CS(=O)(=O)Cc3ccccc3F)o2)cc1,3,-12%,?,11,-6,·,?,1%,-1%,2%,-4%
Nc1nc(CC(=O)CSc2ccc(Cl)cc2)nc(Nc2ccc(F)cc2)n1,5,0%,14µM*,·,·,·,1%,-9%,0%,13µM*,-2%
N#CCC(=O)N1CCn2c1nc1ccccc12,1,-1%,-4%[0.365 µM],2,8,2%,4%,0%,-1%,·,0%
OC1CCCN(Cc2nc(Cc3ccccc3Cl)no2)C1 (centres undefined),-2,0%,29%,44,2,-3%,5%,3%,-1%,-16%,-1%
COc1ccc(C(C)=O)cc1COC(=O)CCNS(=O)(=O)c1ccc(C)cc1,·,-5%,·,3,5,-4%,0%,-6%,-5%,·,-3%
NC1=NC2(CCCC2)N=C(Nc2ccccc2)N1,-1,-3%,0%,4,-6,0%,0%,-1%,-4%,0%,-1%
CC1(C)CC(=O)c2cnc(NC(=O)CCc3ccccc3)nc2C1,3,-5%,11%,16,-4,-2%,6%,-5%,4%,4%,-4%
O=C(NCCCN1CCOCC1)C1CC(=O)N(CCc2ccccc2)C1 (centres undefined),-9,-2%,-5%,-13,0,-2%,3%,2%,-3%,-4%,0%
COc1ccc(OCCNS(=O)(=O)c2ccc3oc4ccccc4c3c2)cc1,0,-10%,2%,-7,-10,5%,-10%,2%,-5%,-4%,2%
COc1ccc(-n2c(=S)[nH]c3sc4c(c3c2=O)CCc2ccccc2-4)cc1,-14,-2%,0.45µM*,·,·,·,-19%,-2%,-5%,0.25µM*,0%

# Assay outcomes (PubChem)
